# IL2 activator = qHTS of IL-2 Activators; AID 652025, 2013; activation, % (series mostly up to about 46 µM); 360,000 tested, 0.065% active; IL-2 activation reporter assay, cell-based qHTS; stimulated with anti-CD3/CD4/CD28 beads; in transgenic mouse T cells; in the data active = activation above about 50%; inconclusive = mostly about 30% to 49%; note: 0% is about no effect
#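 EGFP and DsRed fluorescence is measured by plate cytometry in unstimulated transgenic mouse T cells exposed to compound for 60 minutes, then stimulated 18 hours at 37 degrees C with anti-CD3/anti-CD4 beads plus anti-CD28.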
# D3 ag = qHTS of D3 Dopamine Receptor Agonist: qHTS; max activation, %; 410,000 tested, 0.58% active; D(3) dopamine receptor (Homo sapiens), P35462; AID 652048, 2013; D3R DiscoveRx beta-arrestin cells, luminescence, 90 min; in the data active = max activation above about 30%; note: 0% is about no effect; mostly tested at two doses, the higher about 12 µM
#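 Agonist-mode cell screen: cells plated at 1500/well and incubated overnight at 37 °C, then exposed to library compounds for 90 min at 37 °C. Detection reagent was added for 30–60 min at room temperature, and luminescence was read.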
# GLP1R ag = qHTS of GLP-1 Receptor Agonists; Glucagon-like peptide 1 receptor (Homo sapiens), P43220; HEK293 GLP-1R CRE-luciferase, luminescence, 4-6 h; cells express a hypersensitive GLP-1R form; Potency, µM (series often up to 45.6 µM), for the others: at the highest dose activation, most hits filed as activators; 380,000 tested, 0.007% active; note: potency is the fitted concentration of half-maximal effect; % of control where 0% means no effect
# WRN inhibitor = qHTS for Inhibitors of WRN Helicase | Bifunctional 3'-5' exonuclease/ATP-dependent helicase WRN (Homo sapiens), Q14191 | WRN helicase unwinding, fluorescent forked duplex, kinetic | Potency, µM (titrated, usually from 114 µM), inactives show at the highest dose activity change, negative = inhibition, most hits filed as inhibitors | 360,000 tested, 0.46% active; note: potency is the fitted concentration of half-maximal effect; % is set by controls: 0 for no effect and ±100 for the full control effect; nearly all actives have a fitted effect of over 55% in size
# Target sequence (Q14191 whole entry, looked up): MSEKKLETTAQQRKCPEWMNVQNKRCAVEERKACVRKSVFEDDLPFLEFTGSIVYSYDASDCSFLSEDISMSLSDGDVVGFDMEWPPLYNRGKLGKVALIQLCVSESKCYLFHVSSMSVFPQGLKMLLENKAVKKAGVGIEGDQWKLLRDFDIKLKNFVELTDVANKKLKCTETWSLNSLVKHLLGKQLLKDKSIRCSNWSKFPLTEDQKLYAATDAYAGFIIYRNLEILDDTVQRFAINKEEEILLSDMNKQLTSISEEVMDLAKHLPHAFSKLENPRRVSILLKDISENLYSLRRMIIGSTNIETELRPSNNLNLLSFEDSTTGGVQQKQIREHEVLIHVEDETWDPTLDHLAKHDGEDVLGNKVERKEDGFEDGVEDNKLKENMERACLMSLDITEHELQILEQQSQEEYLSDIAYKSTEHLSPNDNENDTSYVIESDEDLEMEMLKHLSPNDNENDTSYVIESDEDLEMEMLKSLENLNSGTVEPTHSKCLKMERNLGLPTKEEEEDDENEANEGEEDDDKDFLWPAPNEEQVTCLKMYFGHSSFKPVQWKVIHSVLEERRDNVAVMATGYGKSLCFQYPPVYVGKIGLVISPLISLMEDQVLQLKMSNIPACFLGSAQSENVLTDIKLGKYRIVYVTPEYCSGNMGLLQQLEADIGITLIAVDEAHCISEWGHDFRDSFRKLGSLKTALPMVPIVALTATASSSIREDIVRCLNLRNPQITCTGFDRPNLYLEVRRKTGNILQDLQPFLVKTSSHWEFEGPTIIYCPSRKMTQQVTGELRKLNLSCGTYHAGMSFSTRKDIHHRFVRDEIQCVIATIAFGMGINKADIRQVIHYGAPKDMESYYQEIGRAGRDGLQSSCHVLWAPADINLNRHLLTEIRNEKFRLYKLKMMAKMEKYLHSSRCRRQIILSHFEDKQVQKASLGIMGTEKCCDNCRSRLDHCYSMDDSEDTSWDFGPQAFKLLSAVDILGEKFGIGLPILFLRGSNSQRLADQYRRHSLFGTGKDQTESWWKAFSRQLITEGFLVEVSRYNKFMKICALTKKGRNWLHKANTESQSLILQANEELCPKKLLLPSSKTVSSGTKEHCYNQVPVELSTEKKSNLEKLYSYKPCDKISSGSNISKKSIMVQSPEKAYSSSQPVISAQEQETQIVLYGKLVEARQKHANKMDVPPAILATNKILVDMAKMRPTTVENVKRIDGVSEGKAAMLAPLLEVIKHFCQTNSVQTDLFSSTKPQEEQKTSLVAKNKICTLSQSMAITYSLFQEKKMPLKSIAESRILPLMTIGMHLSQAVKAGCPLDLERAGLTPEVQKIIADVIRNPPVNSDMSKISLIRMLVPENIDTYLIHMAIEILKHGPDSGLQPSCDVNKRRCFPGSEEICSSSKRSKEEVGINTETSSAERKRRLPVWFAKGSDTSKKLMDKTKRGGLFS
#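 Fluorescence dequenching readout, ex 525 nm/em 598 nm, kinetic mode: forked duplex DNA (100 nM final) with adjacent fluorophore and quencher unwound by WRN (20 nM final) with 2 mM ATP. Compound preincubation 15 min, room temperature.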
# HEK293 tox = qHTS of GLP-1 Receptor Inverse Agonists: Cytotox Screen | Potency, µM (top dose mostly 38.3 µM), for the others: at the top dose activity change, negative = inhibition, usual class: inhibitors | AID 624418, 2012 | HEK293 cAMP-luciferase reporter cells, luminescence, 24 h | 410,000 tested, 0.13% active;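 note: loss of luciferase light is scored as toxicity; potency is the fitted concentration of half-maximal effect; % is set by controls: 0 for no effect and ±100 for the full control effect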
#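 Compound-treated cells are incubated 24 hr at 37 deg C under 5% CO2 after a 12 hour attachment period, then luciferase detection reagent is added and luminescence is measured following 12 min at room temperature; lowered signal indicates toxicity.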
# GLP-1R inv ag = qHTS of GLP-1 Receptor Inverse Agonists (Inhibition Mode); Glucagon-like peptide 1 receptor (Homo sapiens), P43220; HEK293 GLP-1R CRE-luciferase, luminescence, 24 h; GLP-1R form is constitutively active; Potency, µM (doses to about 38.3 µM), for inactives: top-dose activity change, negative = inhibition, usual class: inhibitors; 410,000 tested, 1.6% active; AID 624417, 2012; note: potency is the fitted concentration of half-maximal effect; % is set by controls: 0 for no effect and ±100 for the full control effect; nearly all actives have a fitted effect of over 55% in size
#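 Cells are plated, allowed 12 hours at 37 deg C, then treated with compounds for 24 hr before luciferase detection reagent is added and luminescence is read after 12 min at room temperature. The HEK293 line carries constitutively active GLP-1R with a cAMP-responsive reporter.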
# PLK1 PBD block = qHTS for Inhibitors of PLK1-PDB (polo-like kinase 1 - polo-box domain): Primary Screen | 360,000 tested, 2.8% active | Potency, µM, for the others: max response, negative = inhibition, actives largely listed as inhibitors | Serine/threonine-protein kinase PLK1 (Homo sapiens), P53350 | Plk1 PBD binding of FITC phosphopeptide, fluorescence polarization; note: potency is the fitted concentration of half-maximal effect; series mostly up to about 57 µM; % is set by controls: 0 for no effect and ±100 for the full control effect; nearly all actives have a fitted effect of over 65% in size
# DRD3 antagonist = qHTS of D3 Dopamine Receptor Antagonist: qHTS | D(3) dopamine receptor (Homo sapiens), P35462 | max response, negative = inhibition, % | D3R cells, DiscoveRx beta-arrestin luminescence, antagonist mode; active compounds read low | 360,000 tested, 2.5% active; in the data active = max response below about -50%; inconclusive = no clear call, values can overlap the other calls; note: % is set by controls: 0 for no effect and ±100 for the full control effect; mostly tested at two doses, the higher about 12 µM
#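 Cells expressing the human receptor were seeded at 1500 cells/well, incubated overnight at 37 degrees C in 5% CO2, then exposed to library compounds with dopamine controls for 90 minutes at 37 degrees C before luminescent detection.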
# PI5P4Ka inh = qHTS for Inhibitors of phosphatidylinositol 5-phosphate 4-kinase (PI5P4K); Phosphatidylinositol 5-phosphate 4-kinase type-2 alpha (Homo sapiens), P48426; PI5P4Kalpha enzyme, ADP-Glo luminescence, 60 min; active compounds read low; max response, %; 330,000 tested, 1.2% active; active = max response of -50% or lower; inconclusive = between -30% and -50%; inactive = -30% or higher; note: value at the top dose of about 77 µM; % is set by controls: 0 for no effect and ±100 for the full control effect
#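 qHTS, 1536-well: enzyme/substrate mix, compound by pin tool, 5 microM ATP final; RT 60 min; ADP-Glo reagents 1 (45 min) then 2 (30 min); luminescence.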
# Active calls of the source: *; ? = inconclusive; . = not tested or not shown; [ ] = another dose, or the depositor's remark. Unless noted, calls come from the whole dose curve; as a rule, active = well fitted curve in the direction sought with a large enough effect; inconclusive = small, poorly fitted or top-dose-only effect, or another doubt; inactive = no such curve, though single readings can be large; an effect the other way counts as inactive or inconclusive.
SMILES,IL2 activator,D3 ag,GLP1R ag,WRN inhibitor,HEK293 tox,GLP-1R inv ag,PLK1 PBD block,DRD3 antagonist,PI5P4Ka inh
Cc1ccc(C(=O)NNC(=O)C2CCN(Cc3ccccc3)CC2)cc1,-0.7,1,19%,-8%,6%,0%,1%,36,3
COc1ccccc1/C=C/CN1CCOCC1,-2.6,-23,0%,9%,9%,0%,-9%,-25,.
O=c1c2ccccc2c(=O)n(-c2ccccc2)n1-c1ccccc1,-0.7,-4,-2%,-16%,-7%,?,8%,-11,-7
COc1ccc(CCNC(=O)CCCCn2c(=O)c3ccccc3n(Cc3ccccc3C)c2=O)cc1OC,.,-5,12%,.,-1%,-21%,.,.,.
O=Nc1c(O)[nH]c2ccc(F)cc12,-1.7,-8,7%,-9%,-12%,39%[activator],-1%,7,-16
C=CCOc1nc(-c2ccncc2)nc2ccccc12,-1.9,13,27%,-4%,20%,17%,-14%,0,10
CCCS(=O)(=O)N1CCC(C(=O)NCCCOC)CC1,-0.7,5,-11%,0%,-2%,6%,-1%,3,-5
CCCCOc1ccc(/C(O)=C(\C#N)c2nc3ccccc3[nH]2)cc1,0.5,2,9%,4%,-13%,5%,-11%,3,0
S=C(NCc1ccco1)N/N=C/c1cccnc1,-0.5,1,-3%,4%,-14%,-9%,2%,9,3
CC1(C)Oc2ccc3ccc(=O)oc3c2/C(=C/N)C1=O,-2.6,1,6%,-4%,-22%,26%,1%,22,-1
N#CCCNS(=O)(=O)c1ccc(C(=O)OCCCOC(=O)c2ccc(S(=O)(=O)NCCC#N)cc2)cc1,-0.7,-7,-3%,7%,12%,21%,-7%,-14,4
COc1ccc(-c2coc3c(C(=O)NCC4CCOCC4)cccc23)c(C)c1,-1.0,-6,22%,-5%,-13%,?,-11%,?,-3
Cc1cccc(OCCCCn2c(CO)nc3ccccc32)c1,1.4,4,5%,-6%,1%,?,-12%,-11,-3
c1ccc(C2[C@H]3CN(Cc4cccnc4)[C@H](c4ccccc4)C34CC2(c2cccnc2)C4)cc1 (stereo not given in full),-0.3,-5,3%,-10%,-9%,?,-22%,?,-22
COc1cccc(-c2cnc(C(O)c3ccc(F)cc3)[nH]2)c1 (stereo not given),-0.6,2,4%,2%[57.1 µM],2%,12%,-9%,2,-2

# A portion of the results above:
SMILES,IL2 activator,D3 ag,GLP1R ag,WRN inhibitor,HEK293 tox,GLP-1R inv ag,PLK1 PBD block,DRD3 antagonist,PI5P4Ka inh
c1ccc(C2[C@H]3CN(Cc4cccnc4)[C@H](c4ccccc4)C34CC2(c2cccnc2)C4)cc1 (stereo not given in full),-0.3,-5,3%,-10%,-9%,?,-22%,?,-22
COc1cccc(-c2cnc(C(O)c3ccc(F)cc3)[nH]2)c1 (stereo not given),-0.6,2,4%,2%[57.1 µM],2%,12%,-9%,2,-2

# Next results follow.
SMILES,IL2 activator,D3 ag,GLP1R ag,WRN inhibitor,HEK293 tox,GLP-1R inv ag,PLK1 PBD block,DRD3 antagonist,PI5P4Ka inh
COc1ccc(C(=O)CCS(=O)(=O)c2ccc(C)cc2)cc1OC,-3.1,2,-2%,-15%,?,?,12µM*,1,-1
CC(=O)NCc1ccc(S(=O)(=O)NC(C)CCc2ccccc2)cc1 (stereo not given),1.2,2,10%,11%,6%,1%,-3%,6,-7
COc1ccc(N(CC(=O)Nc2cccc(C)c2C)S(=O)(=O)c2c(C)n[nH]c2C)cc1,-4.0,2,-4%,-13%,-18%,?,0%,-9,.
COc1cccc(NC(=O)CCN2CCN(C)CC2)c1,-1.8,-6,-6%,2%,5%,7%,-4%,-24,.
CC1C(=O)C(C)C(c2cc(Cl)ccc2O)NC1c1cc(Cl)ccc1O (stereo not given),0.1,9,-3%,-19%,?,5.6µM*,-6%,-8,0
CCCNC(=O)c1cc(-c2ccc(Br)cc2)on1,-0.2,8,2%,-6%,-17%,18%,-1%,5,0
O=C(COc1cc(Cl)c(Cl)cc1Cl)NC(=O)NC1CCCC1,-0.7,0,0%,-2%,20%,?,-24%,63,13
O=C(N/N=C/c1ccc2c(c1)OCO2)c1cccc2ccccc12,0.9,-6,24%,7%,?,?,-5%,0,-7
NC(=O)c1ccccc1OCCOCCOCCOc1ccccc1C(N)=O,-3.8,-6,-10%,1%,-3%,0%,2%,24,.
O=C1N[C@@H](Cc2ccccc2)COC(=O)[C@H](Cc2ccc(F)cc2)CC/C=C/C[C@@H]1CC(=O)N(CCO)Cc1ccccc1,-0.7,-5,4%,-6%,-12%,?,1%,?,-3
COc1cc2[nH]c(C(=O)N3CCN(c4ccccc4F)CC3)cc2c(OC)c1OC,-0.1,3,0%,0%,-23%,-29%,-2%,10,-7
CN(C)S(=O)(=O)c1ccc(C(=O)Nc2ccccc2C(=O)O)cc1,0.5,4,0%,-29%,17%,9%,-5%,0,?
O=C(CN1CCC(Cc2ccccc2)CC1)NC(=O)NCc1ccco1,15,-7,13%,-25%,8%,?,-8%,-7,1
Cc1ccccc1OCC(O)Cn1nnc2ccccc21 (stereo not given),-4.6,4,-2%,6%,-7%,-1%,-16%,8,0
CCC(C)C(=O)NCCc1ccc(S(N)(=O)=O)cc1 (stereo not given),-0.5,-8,-4%,-20%,-2%,5%,2%,-13,13
Cc1cc(C)c2c(n1)sc1c(=O)[nH]c(SCc3ccccc3)nc12,-2.6,1,7%,4%,-5%,6%,-24%,15,-8
COc1ccc(C)cc1S(=O)(=O)N1CCOCC1,-0.3,1,2%,6%[57.1 µM],0%,35%[activator],19µM*,1,-11
Cc1ccc(CS(=O)Cc2ccc(C(=O)NCc3cccs3)o2)cc1 (stereo not given),8.6,4,-3%,-1%,1%,9%,-1%,-1,5
COc1cc(C)c(NC(=O)COc2ccc3c(c2)CCC3)cc1OC,-6.0,10,-1%,-17%,-6%,-12%,4%,3,5
O=c1[nH]cccc1-c1nc2ccccc2n1Cc1cccc(F)c1,-6.9,-20,5%,11%,-4%,?,-8%,-7,4
OC[C@H]1O[C@@H](c2nc(-c3ccc4c(c3)CCO4)no2)[C@H](O)[C@@H](O)[C@H]1O,-0.3,4,0%,5%,1%,7%,-7%,-3,5
O=c1oc2ccccc2c(N2CCC(c3ccccc3)CC2)c1[N+](=O)[O-],-5.5,-10,-1%,-30%[57.1 µM],7%,-12%,-6%,-19,3
Cc1c(C)n(C(=O)CN2CCC(C)CC2)c2ccccc12,-0.3,-12,-2%,-24%,-3%,-27%,-4%,-23,-6
C=CCOc1c(Cl)cc(CNn2cn[nH]c2=S)cc1OC,0.7,-1,1%,-8%,-9%,1%,-7%,-1,4
COc1cc(OC)c(NC(=O)C2CC(=O)N(c3ccc4c(c3)OCCO4)C2)cc1Cl (stereo not given),1.6,4,0%,-10%,5%,12%,-6%,12,-7
Cc1cc(NC(=O)c2ccccc2Oc2ccccc2)no1,-0.4,-3,4%,-11%,-8%,-38%,1%,5,.
COC(=O)NCC(c1cccnc1)N1CCOCC1 (stereo not given),-2.0,-6,-4%,8%,-1%,0%,-2%,-18,-14
O=C(CC1CCCC1)Nc1ccc(Cl)c(S(=O)(=O)N2CCOCC2)c1,-1.0,1,-5%,-18%,-1%,8.9µM*,-7%,19,3
Cc1cc(N2C(=O)C(O)=C(C(=O)c3cc4ccccc4o3)C2c2cccc(Cl)c2)no1 (stereo not given),-2.8,1,-2%,15%,1%,?,?,-10,-81*
Cc1cccc(Nc2nc(N)nc(CN3CCN(c4ccc(F)cc4)CC3)n2)c1,-1.0,2,1%,-15%,10%,?,2%,-5,5
COCCCNC(=O)Cn1cnc2sc(C)c(S(=O)(=O)N3CC(C)CC(C)C3)c2c1=O (stereo not given),-3.0,6,1%,9%,13%,-5%,-20%,-3,-9
O=C(Nc1c(Cl)ccc2nsnc12)c1ccc(Br)o1,2.8,3,-2%,4%,-11%,7%,5%,13,-2
CC1(C(=O)NS(=O)(=O)c2ccc(C#N)cc2)CCN1C(=O)C1(c2ccc(Cl)cc2)CC1 (stereo not given),-0.2,-11,-5%,-1%,1%,-11%,-15%,0,-3

# In the list so far, eight have an NH in an aromatic ring.
SMILES,IL2 activator,D3 ag,GLP1R ag,WRN inhibitor,HEK293 tox,GLP-1R inv ag,PLK1 PBD block,DRD3 antagonist,PI5P4Ka inh
O=Nc1c(O)[nH]c2ccc(F)cc12,-1.7,-8,7%,-9%,-12%,39%[activator],-1%,7,-16
CCCCOc1ccc(/C(O)=C(\C#N)c2nc3ccccc3[nH]2)cc1,0.5,2,9%,4%,-13%,5%,-11%,3,0
COc1cccc(-c2cnc(C(O)c3ccc(F)cc3)[nH]2)c1 (stereo not given),-0.6,2,4%,2%[57.1 µM],2%,12%,-9%,2,-2
COc1ccc(N(CC(=O)Nc2cccc(C)c2C)S(=O)(=O)c2c(C)n[nH]c2C)cc1,-4.0,2,-4%,-13%,-18%,?,0%,-9,.
COc1cc2[nH]c(C(=O)N3CCN(c4ccccc4F)CC3)cc2c(OC)c1OC,-0.1,3,0%,0%,-23%,-29%,-2%,10,-7
Cc1cc(C)c2c(n1)sc1c(=O)[nH]c(SCc3ccccc3)nc12,-2.6,1,7%,4%,-5%,6%,-24%,15,-8
O=c1[nH]cccc1-c1nc2ccccc2n1Cc1cccc(F)c1,-6.9,-20,5%,11%,-4%,?,-8%,-7,4
C=CCOc1c(Cl)cc(CNn2cn[nH]c2=S)cc1OC,0.7,-1,1%,-8%,-9%,1%,-7%,-1,4

# Screens (PubChem BioAssay)
